Compound activity as filed in PubChem BioAssay.
GPR55 activation = GPR55 agonists via beta-arrestin recruitment, primary screen, imaging, U2OS cells, beta-arrestin-GFP redistribution (AID 1961) | U2OS GPR55 beta-arrestin-GFP redistribution imaging; higher % means a stronger effect | activation, % at 10 µM; hits with a dose series show EC50 in µM | hit rate 0.048% among 290,000;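 active means activation above 40% with more than 50 cells counted in the well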;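 further: U2OS osteosarcoma cells stably expressing GPR55 and beta-arrestin-GFP; plate controls were DMSO negative control for no effect and LPI positive control for full effect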
HEK293 NOD2/NF-kB = NOD2 signaling inhibitors, cell-based, luminescence, uHTS, HEK293 (AID 1566); HEK293 NOD2/NF-kB luciferase reporter, luminescence; higher % means a stronger effect; inhibition, % at 4 µM; hits with a dose series show EC50 in µM; hit rate 0.63% among 290,000; further: many of its hits are not listed in these tables
Myeloid diff 2 = induction of myeloid progenitor differentiation, primary screen, cell-based, flow cytometry, MLPCN library. ER-HoxA9 myeloid progenitors, lysozyme-GFP differentiation. calls only at 10 µM. hit rate 1% among 360,000. AID 624256, 2012;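 active means normalized GFP-positive differentiation at or above the plate's own cutoff, the solvent-only control mean plus 3 SD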;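 further: cells exposed to compound for four days before flow analysis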
T cell modulator = modulators of CD8 T cell-vesicle binding, primary screen, mouse 2C CD8+ T cells, flow cytometry; 2C CD8+ T cell-vesicle binding; stronger effect = lower value; calls only at 7 µM; hit rate 0.068% among 330,000; AID 2052, 2009;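 active means response, share of CD8 T cells binding vesicles, and their 90th percentile fluorescence all below set limits, cut at about 80% in these data, passing the limit was not always enough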
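Material: 2C TCR transgenic mouse naive CD8+ T cells, MACS-purified. Also added: QL9-charged Drosophila Ld/ICAM-1/B7-1 vesicles. Timing: binding 1.5 h at 37 °C. Measured by: high-throughput flow cytometry with anti-B7-1 and anti-CD8 staining. Read-out: percent CD8+ FL2 mean versus row control. Controls: Unloaded micro-vesicles (low), QL9 vesicles with 0.7% DMSO (high).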
KOR beta-arrestin-1 = KOR antagonists, beta-arrestin recruitment, cell-based, luminescence, uHTS (AID 1778); KOR beta-arrestin recruitment, luminescence, antagonist mode; higher % means a stronger effect; one-dose inhibition, % at 10 µM; IC50 in µM for titrated hits; hit rate 0.091% among 290,000; further: strong numbers were not always called active
KOR beta-arrestin-2 = KOR agonists, beta-arrestin recruitment, primary screen, cell-based, luminescence, uHTS (AID 1777) | Kappa-type opioid receptor (Homo sapiens) | KOR beta-arrestin recruitment, luminescence; higher % means a stronger effect | activation, % at 10 µM; hits with a dose series show EC50 in µM | hit rate 0.02% among 280,000; in the data active means activation above about 50%, passing the limit was not always enough; further: a part of the inactive calls stands beside numbers as strong as those of hits
NOD1 inhibition = NOD1 signaling inhibitors, primary screen, cell-based, luminescence, uHTS (AID 1578); hit rate 1% among 290,000; one-dose inhibition, % at 4 µM; EC50 in µM for titrated hits; NOD1-driven NF-kB luciferase reporter cells, luminescence; higher % means a stronger effect; in the data active means inhibition mostly above about 36%, no sharp cut-off; inactive means mostly below about 34%;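 further: HEK-293T reporter cells stimulated with the NOD1 agonist gamma-tri-DAP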
GPR55 LPI antagonism = GPR55 antagonists blocking LPI-driven arrestin recruitment, primary screen, imaging, U2OS, beta-arrestin-GFP, LPI agonist (AID 2013). G-protein coupled receptor 55 (Homo sapiens). U2OS GPR55 beta-arrestin-GFP translocation imaging, LPI antagonism; higher % means a stronger effect. inhibition, % at 10 µM; hits with a dose series show IC50 in µM. hit rate 0.13% among 290,000;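 active means spots per cell inhibited over 60%, with over 100 cells counted and total cytoplasm intensity under 500,000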;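 further: U2OS cells stably carrying GPR55 and arrestin-GFP stimulated by 5 µM LPI near EC80; imaged beta-arrestin-GFP aggregate spots per cell after agonist stimulation; plate controls were LPI-stimulated DMSO wells for no effect and DMSO wells without LPI for full effect; some results filed as inactive read as strong as hits; confirmed hits need IC50 under 10 µM and bright autofluorescent wells are also inconclusive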
NTR1 agonist = agonists of NTR1, primary screen, imaging, U2OS cells, beta-arrestin-GFP, high content (AID 493036); hit rate 0.17% among 330,000; NTR1-U2OS beta-arrestin-GFP spot imaging, agonist mode; activation, % at 20 µM; Neurotensin receptor type 1 (Homo sapiens), P30989;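 active means activation at or above 40% of the spot to cytoplasm intensity ratio, with at least 20 cells analyzed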;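 further: 0% = DMSO without peptide and 100% = 100 nM NTR1 peptide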
Target sequence (P30989 whole entry, looked up): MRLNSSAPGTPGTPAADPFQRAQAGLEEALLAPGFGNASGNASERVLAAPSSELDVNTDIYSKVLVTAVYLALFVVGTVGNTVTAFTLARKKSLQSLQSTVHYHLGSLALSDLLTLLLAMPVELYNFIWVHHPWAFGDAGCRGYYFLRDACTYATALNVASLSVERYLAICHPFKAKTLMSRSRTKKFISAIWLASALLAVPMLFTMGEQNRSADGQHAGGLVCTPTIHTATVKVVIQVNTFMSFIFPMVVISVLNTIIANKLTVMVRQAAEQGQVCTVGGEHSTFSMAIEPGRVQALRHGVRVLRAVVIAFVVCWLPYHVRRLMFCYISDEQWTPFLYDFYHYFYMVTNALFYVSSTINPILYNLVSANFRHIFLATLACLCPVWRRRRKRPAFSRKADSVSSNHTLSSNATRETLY
T cell modulator vesicle-bound % = further read-out of T cell modulator, marked with its call; double positive events, %; measured here: CD8+ vesicle-bound cell fraction;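 binding gate set so that unloaded-vesicle control wells show 10% double positive cells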
NTR1 agonist cell count 20 µM = also measured in NTR1 agonist; calls as there; cell count; measured here: cell count, cytotoxicity flag
Myeloid diff 2 GFP+ MAC1+ % = further read-out of Myeloid diff 2, marked with its call; GFP+ MAC1+ double positive, %; measured here: differentiation confirmed by MAC1 staining
* = called active by the depositor; i = inactive; / = no result given; [ ] = another dose, or the depositor's remark. Unless noted, no stated cut-off is given here; in the data, active means inhibition above about 50%; inactive means the rest. A portion of the library. The share of hits here may be higher or lower than overall.

A first look:
SMILES	GPR55 activation	HEK293 NOD2/NF-kB	Myeloid diff 2	Myeloid diff 2 GFP+ MAC1+ %	T cell modulator	T cell modulator vesicle-bound %	KOR beta-arrestin-1	KOR beta-arrestin-2	NOD1 inhibition	GPR55 LPI antagonism	NTR1 agonist	NTR1 agonist cell count 20 µM
O=S(=O)(Cc1cccc(C(F)(F)F)c1)c1ncn[nH]1	-0.1%	3.3%	i	0.5	i	24.9	-29.6%[20 µM]	1.3%	28.3%	-6.7%	-0.8	23
CN(Cc1nc(-c2ccccc2)no1)C1CCOCC1	0.0%	-35.4%	i	0.4	i	50.2	18.7%	0.5%	0.0%	10.1%	3.2	62
N=c1c(-c2nc3ccccc3[nH]2)cc(C(=O)c2cccs2)nn1-c1ccccc1	-0.4%	11.5%	i	1.1	i	56.0	10.6%	1.1%	15.0%	15.3%	51.7*	63*

The list itself, repeating the preview:
SMILES	GPR55 activation	HEK293 NOD2/NF-kB	Myeloid diff 2	Myeloid diff 2 GFP+ MAC1+ %	T cell modulator	T cell modulator vesicle-bound %	KOR beta-arrestin-1	KOR beta-arrestin-2	NOD1 inhibition	GPR55 LPI antagonism	NTR1 agonist	NTR1 agonist cell count 20 µM
O=S(=O)(Cc1cccc(C(F)(F)F)c1)c1ncn[nH]1	-0.1%	3.3%	i	0.5	i	24.9	-29.6%[20 µM]	1.3%	28.3%	-6.7%	-0.8	23
CN(Cc1nc(-c2ccccc2)no1)C1CCOCC1	0.0%	-35.4%	i	0.4	i	50.2	18.7%	0.5%	0.0%	10.1%	3.2	62
N=c1c(-c2nc3ccccc3[nH]2)cc(C(=O)c2cccs2)nn1-c1ccccc1	-0.4%	11.5%	i	1.1	i	56.0	10.6%	1.1%	15.0%	15.3%	51.7*	63*
Cc1nn(-c2ccccc2)c(N2CCCC2)c1/C=N/NC(=O)c1cc(-c2cccnc2)nc2ccccc12	0.2%	20.9%	i	0.3	i	32.7	-6.7%	3.4%	4.8%	4.6%	9.9	50
NS(=O)(=O)c1ccc(CCN=Cc2ccccc2O)cc1	-0.2%	12.2%	i	0.7	i	14.9	5.8%	3.0%	-31.4%	-10.0%	0.7	49
CCN(CC)S(=O)(=O)c1cccc(C(=O)N[C@H](C(=O)NCc2ccc(Cl)cc2)C(C)C)c1	0.0%	-0.7%	i	1.2	i	36.0	-13.1%	4.2%	4.4%	-5.3%	-1.5	42
COc1ccc(CCNC(=O)C(=O)NCC2OCCN2S(=O)(=O)c2ccc(C)cc2)cc1 (stereo unspecified)	0.0%	11.7%	i	0.7	i	40.4	0.1%[20 µM]	-3.5%	-27.5%	-7.6%	1.9	58
COc1ccccc1C(=O)NC(=S)N1CCCc2ccccc21	-0.1%	-77.3%	i	2.6	i	39.7	-6.6%	2.1%	3.6%	-1.7%	1.3	49
CCN1CCN(S(=O)(=O)c2ccc(-c3cc(C)no3)s2)CC1	-0.2%	5.6%	i	0.5	i	29.0	23.4%	0.2%	-0.9%	1.1%	-0.6	53
Cc1ccc(/C=C2\CCCC3=C2NC(=S)NC3c2ccc(C)cc2)cc1 (stereo unspecified)	-0.3%	-9.9%	i	0.7	i	8.1	-14.8%	6.2%	-29.0%	3.9%	-1.5	56
S=c1[nH]nc(-c2ccncc2)n1/N=C/C=C/c1ccccc1	0.9%	14.4%	i	0.1	i	43.9	24.4%	1.1%	19.3%	-8.3%	-1.0	53
O=Nc1c2ccc[nH]c-2c2ccc([N+](=O)[O-])cc12	-0.5%	-63.1%	i	0.5	i	56.1	-1.5%	-3.9%	-28.5%	1.4%	-0.7	76
O=S(=O)(c1ccc(Cl)c(S(=O)(=O)N2CCCC2)c1)N1CCCC1	-0.1%	1.8%	i	0.9	i	63.5	-16.1%[20 µM]	/	-9.6%	-0.4%	0.7	44
Nn1cc(-c2ccccc2)nc1SCC(=O)NCC(F)(F)F	1.3%	12.9%	i	0.4	i	20.1	-8.4%	-7.0%	-16.9%	9.0%	-0.3	58
C[C@H](NC(=O)c1nc[nH]c1C(=O)N[C@@H](C)C(=O)OCc1ccccc1)C(=O)OCc1ccccc1	0.0%	-26.7%	i	1.8	i	12.4	-12.6%[20 µM]	-7.8%	18.3%	8.9%	20.2	48
C/C(=N\Nc1ccc(Cl)cc1)c1c(O)cc(C)oc1=O	-0.3%	-78.5%	i	0.2	i	61.6	12.0%	-6.0%	-41.9%	12.9%	-1.8	90
COc1ccc2c(c1)OC13CCCCC1C2C(C(=O)c1ccccc1)C(=O)N3 (stereo unspecified)	0.2%	13.7%	i	3.8	i	33.2	-10.2%	0.6%	21.2%	-5.3%	2.0	70
O=C(NN=C1CCCCCC1)C(=O)Nc1cccc(Br)c1	0.0%	-34.8%	i	1.2	i	7.8	1.3%	5.2%	-33.8%	10.9%	3.8	57
CCCCOCCCNC(=O)N[C@H](C(=O)O)C(C)CC (stereo partly specified)	0.5%	0.4%	i	0.2	i	27.6	25.2%	-4.5%	-12.6%	14.0%	0.0	61
Cc1[nH]nc2c1C(c1ccc(Cl)cc1)C(C#N)=C(N)O2 (stereo unspecified)	-1.0%	21.0%	i	1.0	i	41.9	-1.0%	-7.1%	19.7%	5.0%	-0.6	55
O=C(Nc1cccc2ccccc12)OCc1cncs1	0.3%	-34.6%	i	0.1	i	24.2	-42.9%[20 µM]	0.3%	-33.7%	-13.7%	-1.3	21
CC(Sc1ccccc1)C(=O)N1CCN(S(=O)(=O)c2ccccc2)CC1 (stereo unspecified)	0.0%	14.9%	i	3.2	i	60.3	0.2%	-2.2%	-7.7%	-1.8%	0.8	57
c1nc(Nc2ccc(N3CCOCC3)cc2)c2ccsc2n1	-0.1%	-52.1%	i	0.3	i	26.1	12.5%	2.6%	-8.0%	4.0%	1.5	48
COc1ccc(NC(=O)/C=C/c2cc(Br)ccc2OC)cc1	0.5%	18.6%	i	0.0	i	10.5	-34.2%	4.2%	-5.9%	14.9%	6.2	33
CCCCCCc1c(O)nc(SCCN2CCOCC2)[nH]c1=O	0.2%	2.7%	i	0.0	i	55.0	-6.3%[20 µM]	/	-8.8%	-9.8%	-1.0	24
CN1CCC(=O)N([C@H](CO)c2ccccc2)CC1	0.4%	9.3%	i	1.8	i	31.3	-9.0%[20 µM]	-4.8%	-22.1%	-8.8%	-0.9	58
COc1ccc(N2CCN(c3ccnc4cc(Cl)ccc34)CC2)cc1	-0.1%	-10.0%	i	0.8	i	38.4	-24.0%	-3.1%	22.1%	6.5%	3.0	36
Cc1cc(OCC(=O)N2CCC[C@@H]2C(=O)O)c2c(C)c(C)c(=O)oc2c1	-0.1%	17.3%	i	2.2	i	26.3	-7.0%[20 µM]	0.4%	-10.8%	-3.8%	-0.6	74
CCn1c(=O)cc(N2CCN(C(=O)c3ccco3)CC2)[nH]c1=O	-0.3%	2.4%	i	0.3	i	23.8	13.3%	4.9%	-3.0%	11.8%	2.6	52
O=C(NCC(c1cccs1)N1CCOCC1)c1cc2ccccc2o1 (stereo unspecified)	-0.2%	3.6%	i	0.6	i	46.6	31.2%	-1.3%	-0.4%	3.2%	1.1	46
COc1cc(OC)cc(-n2nnnc2SCC(=O)NCc2cccs2)c1	0.6%	-15.9%	i	0.3	i	22.1	5.7%[20 µM]	-4.8%	-4.4%	-0.9%	-0.5	59
CC(=O)c1cccc(NC(=O)c2ccc(NC(=O)CCS(=O)(=O)c3cccs3)cc2)c1	-0.2%	12.4%	i	1.4	i	21.2	-51.1%	-1.5%	-10.4%	-6.7%	0.3	43
O=C(Cc1cccs1)Nc1ccc(S(=O)(=O)N2CCCCC2)cc1	-0.1%	-23.7%	i	0.2	i	49.1	0.2%	0.0%	-35.0%	-17.0%	0.2	58
CCCOc1ccccc1C(=O)Nc1ccc(S(=O)(=O)N2CCN(C)CC2)cc1	-0.1%	23.2%	i	0.5	i	13.6	2.5%	-3.2%	-5.3%	-3.4%	-1.5	48
Oc1cccc(/C=N/Nc2cc(N3CCOCC3)nc(N3CCOCC3)n2)c1	-0.6%	-3.1%	i	1.1	i	46.8	13.2%	0.1%	-17.6%	14.3%	1.1	43
COc1ccc2[nH]cc(S(=O)(=O)c3ccc(C(C)C)cc3)c(=O)c2c1	0.4%	-7.5%	i	0.7	i	41.1	-31.1%	0.8%	7.2%	-4.0%	-1.0	31
Cc1cc(C(=O)CSc2n[nH]c(N)n2)c(C)n1-c1ccc(F)cc1	0.5%	-23.8%	i	1.8	i	32.7	-26.5%	-2.9%	14.9%	-5.1%	-1.4	69
O=C(Cn1ccc2ccccc2c1=O)NCC1COc2ccccc2O1 (stereo unspecified)	0.1%	-2.8%	i	0.5	i	9.0	0.5%	0.1%	-31.9%	-1.6%	0.6	91
O=C(O)c1ccc(N2C(=O)CCCC2=O)cc1	0.4%	11.1%	i	0.1	i	32.5	14.6%	1.2%	-0.7%	8.2%	2.7	43
COC(=O)C1=C(N)Oc2cc(C)n(Cc3ccco3)c(=O)c2C1c1cccc(Cl)c1 (stereo unspecified)	-0.4%	-27.1%	i	1.3	i	37.8	-31.1%	3.4%	15.9%	6.7%	4.7	48

In a second layout: 2 of the compounds above
Order of results – GPR55 activation	HEK293 NOD2/NF-kB	Myeloid diff 2	Myeloid diff 2 GFP+ MAC1+ %	T cell modulator	T cell modulator vesicle-bound %	KOR beta-arrestin-1	KOR beta-arrestin-2	NOD1 inhibition	GPR55 LPI antagonism	NTR1 agonist	NTR1 agonist cell count 20 µM
O=C(Cc1cccs1)Nc1ccc(S(=O)(=O)N2CCCCC2)cc1
  -0.1%	-23.7%	i	0.2	i	49.1	0.2%	0.0%	-35.0%	-17.0%	0.2	58
CCCOc1ccccc1C(=O)Nc1ccc(S(=O)(=O)N2CCN(C)CC2)cc1
  -0.1%	23.2%	i	0.5	i	13.6	2.5%	-3.2%	-5.3%	-3.4%	-1.5	48
